All columns: NCI-60 one-dose screen, growth in % after 48 h at 10 µM unless noted; 100 = growth as untreated, 0 = no growth, -100 = all killed.
MALME-3M – MALME-3M melanoma. hit rate 5.8% among 78,000
HS 578T – HS 578T breast cancer; hit rate 4.1% among 78,000
BT-549 – BT-549 breast cancer; hit rate 4.4% among 78,000
LOX IMVI – LOX IMVI melanoma; AID 1794757; hit rate 7.4% among 79,000
MDA-MB-231 – MDA-MB-231 breast cancer; hit rate 5% among 81,000; AID 1794789
SK-MEL-2 – SK-MEL-2 melanoma; hit rate 4.7% among 77,000; AID 1794763
MCF7 – MCF7 breast cancer; hit rate 6.3% among 82,000; AID 1794796
T-47D – T-47D breast cancer | hit rate 5% among 79,000
Starred values were filed as active, the others as inactive; · = no result given. Rule for the calls: active = growth percent below 10; inactive = the rest. The order is random; overall some 11% were active at least once.

SMILES	MALME-3M	HS 578T	BT-549	LOX IMVI	MDA-MB-231	SK-MEL-2	MCF7	T-47D
CON1CCC[C@]2(C)[C@H]3CC[C@@H]4[C@H]5[C@H]6OC[C@@]5(CCC6(C)C)CC[C@@]4(C)[C@]3(C)CC[C@H]2C1(C)C	105	92	101	89	97	110	97	103
CC/C=C\CCC/C=C1/C(=O)C=C[C@@H]1C/C=C\CCCC(=O)O	92	46	32	0.6*	44	89	20	55
CN1C(=O)C2(C(C#N)=C(c3ccc(Cl)cc3)Nc3c2c(-c2ccccc2)nn3-c2ccccc2)c2ccccc21 (stereo unspecified)	79	65	94	55	46	90	74	85
Cc1ccc2c(c1)C(=O)/C(=C/c1ccc(Cl)cc1)S2	94	107	140	98	96	·	82	89
O=C1OC(=O)C2=C1CCCC2	104	·	90	100	113	115	99	116
C=C(C)CN(CC(=C)C)C(=O)c1ccccc1	106	108	105	100	104	114	94	113
COC(=O)CCCCCCCC(C)=O	92	·	89	97	103	85	95	98
CCCCC1(/C=N/NC(N)=S)NC(=O)NC1=O (stereo unspecified)	103	102	100	100	101	97	97	81
Cc1ccc(CBr)c2ccccc12	112	128	103	110	105	109	105	101
O=C(/C=C/c1ccccc1)COC(=O)c1ccccc1	98	104	104	94	106	100	92	104
O=c1[nH]c2ccccc2cc1CSc1ccccc1Nc1nccc(-c2ccc(C(F)(F)F)cc2)n1	64	68	112	20	69	90	40	67
COc1ccc(NC(=O)c2sc3c(=O)[nH]c(C)nc3c2C)cc1	110	109	93	98	101	102	89	95

The final two records of the part above open the next one.
SMILES	MALME-3M	HS 578T	BT-549	LOX IMVI	MDA-MB-231	SK-MEL-2	MCF7	T-47D
O=c1[nH]c2ccccc2cc1CSc1ccccc1Nc1nccc(-c2ccc(C(F)(F)F)cc2)n1	64	68	112	20	69	90	40	67
COc1ccc(NC(=O)c2sc3c(=O)[nH]c(C)nc3c2C)cc1	110	109	93	98	101	102	89	95
C/C(=N\N1C(=O)c2ccccc2NC1c1ccc(C)cc1)c1c(O)cc(C)oc1=O (stereo unspecified)	99	91	103	89	94	99	86	99
COC(=O)/C=C/CCCC1CCCCC1	93	91	·	97	109	97	94	·
O=C(CCCCCCN1CC(=O)N2[C@@H](c3cc(F)cc(F)c3)c3[nH]c4ccccc4c3C[C@H]2C1=O)NO	31	62	99	20	62	62	52	31
CCOC(=O)CC(C)=N	100	107	103	118	103	111	96	109
O=C(c1ccccc1)c1cc2ccccc2oc1=O	90	91	90	90	79	126	108	85
COc1ccc(-n2c(=O)n(-c3nc4ccc(OC)cc4s3)c(=O)c3cccnc32)cc1	97	·	104	85	95	120	92	117
COC(=O)[C@@H](Cc1ccc(O)cc1)n1cc(COC(=O)c2cccc3c(=O)c4ccccc4n(Cc4cn([C@H](Cc5ccc(O)cc5)C(=O)OC)nn4)c23)nn1	97	94	88	96	92	107	98	97
O=CC(c1ccccc1)c1ccccc1	113	87	108	92	99	·	89	89
O=C(NCCCCC(NC(=O)OCc1ccccc1)C(=O)O)OCc1ccccc1 (stereo unspecified)	115	106	106	104	101	106	101	106
O=C(/C=C/C=C/c1ccccc1)c1ccccc1O	101	102	95	96	114	71	71	79
Cc1nn2c(-c3nc4cc(Cl)c(Cl)cc4[nH]3)c(-c3ccccc3)nc2s1	86	74	95	79	72	96	89	52
Cn1ncc2c(Nc3ccccc3Cl)nc(Nc3ccccc3Cl)nc21	121	108	117	96	104	36	85	77
OCC1OCOC2C(CO)OCOC12 (stereo unspecified)	105	114	105	100	110	94	105	110
COc1ccc(/C(C)=C(\c2ccc(O)cc2)c2ccc(OCCN3CCCCCC3)cc2)cc1	95	106	131	98	97	134	56	82
O=S(=O)(NCCNc1cc(-c2c(-c3cccc(O)c3)nc3sccn23)ccn1)c1cccc2ccccc12	105	88	82	96	102	98	89	58
N#Cc1c(N2CCOCC2)nc2sc3cc(Cl)c(Cl)cc3n2c1=N	126	114	·	99	96	95	64	82
COc1cc(NC(N)=NCCC(C)(C)c2ccc(C(F)(F)F)cc2)ncc1C#N	-78*	63	54	18	26	49	-31*	-2.8*
Cn1cc(/C=C2\SC(=S)N(CCCC(=O)Nc3ccc(O)cc3)C2=O)c2ccccc21	87	87	110	104	97	105	93	90
CC(C)(C)[Si](C)(C)OCC1OC(n2cnc3c(N)ncnc32)C2OC(=S)OC12 (stereo unspecified)	·	92	112	94	105	99	103	95
Brc1ccc(Br)c2cnccc12	115	102	93	97	108	102	103	96
c1ccc(-c2c3c(n(C4CCCCC4)c2-c2ccccc2)N=NN2CCN=C32)cc1	110	96	115	99	95	104	100	91
O=C1NN(c2cc(Cl)cc(Cl)c2)C(c2ccc3c(c2)OCO3)N2CCC[C@@H]12 (stereo partly specified)	92	106	96	87	94	94	103	92
COc1ccc(/C=C/C(=O)c2cc3c(N)c(C(=O)Nc4cccc(Cl)c4C)sc3nc2C)cc1	46	6.3*	-19*	-45*	-12*	52	7.8*	39
CS(=O)(=O)Nc1ccc(C(=O)NC(C(=O)NO)c2ccc(Cl)cc2)cc1 (stereo unspecified)	96	101	103	94	103	110	97	89
CC(=O)O[C@H]1CC[C@]2(C)[C@H]3CC=C4[C@@H]5CC(C)(C)CC[C@]5(C(=O)NCCCCNCCCN)CC[C@@]4(C)[C@]3(C)CC[C@H]2C1(C)C	102	104	96	·	106	115	91	106
CCOC(=O)C(Cc1c[nH]c2ccccc12)C(=O)OCC	94	92	112	93	98	103	94	97
COc1ccc(Br)c2c1C(=O)CC2	113	140	·	104	106	96	107	133
[O-][n+]1onc(-c2ccccc2)c1COc1ccc(Nc2ncnc3c2cnn3-c2ccc(Br)cc2)cc1	95	110	96	111	108	99	88	100
COc1ccc(/C=C2/SC(=O)N(c3nc(N4CCCC4)nc(N4CCCC4)n3)C2=O)cc1	99	98	89	67	100	·	88	96
O=C1NC(=O)C(c2ccccc2)(c2ccc(Cl)cc2)N1 (stereo unspecified)	122	101	99	94	95	116	96	89
COC(=O)/C=C1/S/C(=N\N=C\c2ccc(OS(=O)(=O)C(F)(F)C(F)(F)C(F)(F)C(F)(F)F)cc2)N(c2ccccc2)C1=O	113	100	98	112	95	108	90	106
OC1CCCCC1C1(NC(=S)Nc2ccccc2)CCCCC1 (stereo unspecified)	98	124	91	100	116	102	97	95
CCNc1nnc2n(Cc3ccccc3)c(=O)c3c4c(sc3n12)CCCC4	75	88	90	58	99	85	83	67
O=C1CCCN1c1cnc2ccccc2c1	104	98	113	101	113	104	92	96
O=C(Nc1ccc(Cl)cc1)Nc1ccc(Cl)cc1	110	120	92	102	112	96	93	80
CCSc1nc2sc3c(c2c(=O)n1-c1ccccc1)CCCCC3	103	96	117	103	87	101	98	92

Arranged by molar mass (descending): part of the list above
SMILES	MALME-3M	HS 578T	BT-549	LOX IMVI	MDA-MB-231	SK-MEL-2	MCF7	T-47D
[O-][n+]1onc(-c2ccccc2)c1COc1ccc(Nc2ncnc3c2cnn3-c2ccc(Br)cc2)cc1	95	110	96	111	108	99	88	100
CCSc1nc2sc3c(c2c(=O)n1-c1ccccc1)CCCCC3	103	96	117	103	87	101	98	92
OC1CCCCC1C1(NC(=S)Nc2ccccc2)CCCCC1 (stereo unspecified)	98	124	91	100	116	102	97	95
COc1ccc(Br)c2c1C(=O)CC2	113	140	·	104	106	96	107	133

The list goes on:
SMILES	MALME-3M	HS 578T	BT-549	LOX IMVI	MDA-MB-231	SK-MEL-2	MCF7	T-47D
COc1cc(CNC(=O)/C=C/c2ccc3c(c2)OCO3)ccc1OCc1cn(-c2ccc(Cl)c(Cl)c2)nn1	71	·	79	·	·	98	76	53
CC/C=C\C[C@H](O)C/C=C1\CC=C(CCO)C1=O	112	98	101	97	95	66	85	67
NS(=O)(=O)Oc1ccc(-c2ccc3occc3c2)cc1	118	56	97	99	109	106	114	109
CNCC[C@H](Oc1cccc2ccccc12)c1cccs1	113	68	94	74	7.4*	104	78	100
COC(=O)Nc1cccc(Cl)c1OC	106	95	111	·	124	·	104	104
O=C(NN1C(=O)CCC1=O)c1ccc(NC(=O)c2ccccn2)cc1	99	88	92	99	101	113	92	98
CC(=O)NS(=O)(=O)c1ccc(NCCc2c(C)nc3scc(-c4ccccc4)n3c2=O)cc1	91	109	107	96	81	104	96	78
COc1ccc(CCNc2nc3c(c(=O)n(Cc4ccc(Br)cc4)c(=O)n3C)n2C)cc1OC	87	91	87	94	82	93	94	66
CN1C(=O)C2=C(NCCN(C(=O)Cc3ccc(C(F)(F)F)cc3)C2c2ccc(Cl)c(Cl)c2)C1(C)C (stereo unspecified)	94	102	97	94	93	110	94	·
CN(C)c1ccc(/C=C/c2cc[n+](C)c(/C=C/c3ccc(N(C)C)cc3)c2)cc1	1.8*	33	19	12	8.5*	·	-6.5*	-2.2*
COc1ccc2cc(-c3nc4ccc(C)cn4c3NCc3ccco3)c(=O)[nH]c2c1	75	65	66	76	50	105	74	47
COC(=O)C1=C(C(=O)Nc2cccnc2)C2OC1(C(Cc1ccccc1)Oc1ccccc1)C1OC21 (stereo unspecified)	-75*	101	61	81	60	94	25	-47*

Some values from above:
`O=C1CCCN1c1cnc2ccccc2c1` – MALME-3M = 104
`O=C1NN(c2cc(Cl)cc(Cl)c2)C(c2ccc3c(c2)OCO3)N2CCC[C@@H]12` (stereo partly specified) – MALME-3M = 92

More records follow.
SMILES	MALME-3M	HS 578T	BT-549	LOX IMVI	MDA-MB-231	SK-MEL-2	MCF7	T-47D
COc1cc(OCc2cccc(-c3ccc4c(c3)OCCO4)c2C)cc(OC)c1C=O	59	76	57	59	65	58	23	10
C=CCCN1CCCC1	202	109	126	93	103	90	96	56
COc1cc(OC)c(Cl)c(OC)c1	·	104	·	110	106	112	117	107
O=S(=O)(Nc1ccccc1Nc1ccccc1)c1ccccc1Cl	88	102	106	90	89	112	101	81
O=S(=O)(Nc1cccnc1Sc1ccccc1)c1cc(Cl)ccc1Cl	96	112	102	93	110	111	100	92
C/C(=N\NC(=O)CSc1nc2ccccc2c(=O)n1CCc1ccc(S(N)(=O)=O)cc1)c1ccc(F)cc1	72	67	78	85	68	92	92	69
COC(=O)Cc1ccc([N+](=O)[O-])cc1[N+](=O)[O-]	88	116	94	107	112	111	105	116
N=C(N)CCCCCCCCC(=N)N	68	65	·	77	86	89	42	78
C#C[C@@]1(O)[C@@H](CO)O[C@@H](n2cc(F)c3c(N)ncnc32)[C@@H]1O	-30*	28	-24*	-66*	-15*	-1.1*	2.0*	-14*
Cc1cccc(/C=N/Nc2cc(C)c3cccc(C)c3n2)n1	·	108	91	102	90	·	48	83
COc1ccc(-c2cc(-c3cc(OC)ccc3OC)nc3sc(C(=O)c4ccccc4)c(N)c23)cc1	87	98	96	88	91	89	85	74
O=C(Nc1ccccc1)Oc1cc(Cl)c(Cl)cc1Cl	101	92	102	93	103	82	98	83
O=C(Cc1c[nH]c2ccccc12)N=Nc1c(O)[nH]c2ccc([N+](=O)[O-])cc12	99	92	88	92	91	102	93	94
Oc1ccc(/C=N/Nc2c3ccccc3nc3ccccc23)cc1	100	98	99	96	82	84	92	94
CCC(c1ccc(OC)cc1)C(CC)c1ccc(OC)cc1 (stereo unspecified)	98	64	110	107	102	94	106	92
COc1cc2oc(-c3cccc(NC(=O)c4cc(N)ccc4C)c3)cc(=O)c2c(OC)c1OC	96	108	86	91	81	107	90	80
CN(C)c1cccc2ccccc12	108	100	95	91	89	104	82	84
CNC(=O)c1cc(Oc2ccc3nc(NC(=O)c4cc(C(F)(F)F)cc(C(F)(F)F)c4)sc3c2)ccn1	2.9*	32	11	27	8.7*	-19*	9.8*	0.4*
Cc1ccc(Sc2nc(-c3ccccc3)oc2Sc2ccc(C)cc2)cc1	105	105	102	94	95	94	97	72
CCSc1nnc2n(Cc3ccccc3)c(=O)c3c(C)c(C(N)=O)sc3n12	105	101	89	96	103	102	97	100
CCOC(=O)c1csc2ncc(-c3ccc(OC)cc3)n12	109	105	89	96	98	102	77	79
Nc1cc(Br)ccc1Br	99	104	93	99	104	105	116	105
COc1cc(/C=C2\CCC/C(=C\c3cc(CN4CCOCC4)c(O)c(OC)c3)C2=O)cc(CN2CCOCC2)c1O	46	55	52	13	26	63	21	63
CC(=O)Nc1ccc([N+](=O)[O-])cc1Cl	100	109	105	95	113	102	93	74
O/N=C/c1ccc(Cl)c(Cl)c1	143	117	100	95	103	107	95	104
COc1cc(/C=C/C(=O)c2ccc(NC(=O)CSc3nnc(-c4cc(-c5ccc(Cl)cc5)nc5ccccc45)n3-c3ccccc3)cc2)cc(OC)c1OC	93	89	95	92	82	109	76	82
CCN(CC)CCNc1ccc(-c2nc3sccn3c2-c2ccnc(SC)n2)cc1	92	106	119	98	96	97	94	95
CNC(=O)c1cc(-c2ccc(NS(=O)(=O)c3ccc(F)cc3)cc2)nc2cccnc12	109	95	93	85	80	98	55	63
CCn1c2ccccc2c2cc(N)ccc21	83	·	83	92	90	103	81	84
Cc1c(C)n(Cc2ccc(F)cc2)c2ccc(C(=O)NCc3ccco3)cc12	91	97	104	94	93	107	83	101
CC(C)=NNC(N)=O	103	95	103	100	105	110	99	·
O=C(Nc1cccc(C(=O)N2CCc3ccc(Cl)cc32)c1)c1ccco1	41	29	37	36	45	26	22	34
COc1cc(C2CC(c3ccc(Nc4nc(NCCO)nc(N5CCOCC5)n4)cc3)=Nc3c(N)nc(N)nc3N2)cc(OC)c1OC (stereo unspecified)	·	104	106	101	95	112	91	85
Clc1ccc(-c2cn3ccsc3n2)c(Cl)c1Cl	117	84	86	81	76	89	0.9*	32
CCCCCCCCSc1ncnc2nc[nH]c12	100	94	53	80	78	80	78	44

From PubChem
